# Assay outcomes as filed in PubChem.
# BoNT A protease = blocks Botulinum neurotoxin A light chain protease; multiplex microsphere protease substrate cleavage, flow cytometry; AID 588499; inhibition, % at 10 µM; 0.17% of 360,000 active; also: plate controls were buffer without enzyme for full effect and enzyme alone for no effect
# TcdB inh = TcdB glycohydrolase inhibition; P18177; TcdB glycohydrolase enzymatic assay, plate reader; inhibition, % at 9.99 µM; 0.24% of 350,000 active; AID 652162; in the data active = inhibition above about 10%
# Anthrax LF prot = blocks Bacillus anthracis lethal factor protease. multiplex microsphere protease cleavage assay, LF. inhibition, % at 10 µM. 0.12% of 360,000 active; also: plate controls were buffer without enzyme for full effect and enzyme alone for no effect
# Target sequence (P15917 whole entry, looked up): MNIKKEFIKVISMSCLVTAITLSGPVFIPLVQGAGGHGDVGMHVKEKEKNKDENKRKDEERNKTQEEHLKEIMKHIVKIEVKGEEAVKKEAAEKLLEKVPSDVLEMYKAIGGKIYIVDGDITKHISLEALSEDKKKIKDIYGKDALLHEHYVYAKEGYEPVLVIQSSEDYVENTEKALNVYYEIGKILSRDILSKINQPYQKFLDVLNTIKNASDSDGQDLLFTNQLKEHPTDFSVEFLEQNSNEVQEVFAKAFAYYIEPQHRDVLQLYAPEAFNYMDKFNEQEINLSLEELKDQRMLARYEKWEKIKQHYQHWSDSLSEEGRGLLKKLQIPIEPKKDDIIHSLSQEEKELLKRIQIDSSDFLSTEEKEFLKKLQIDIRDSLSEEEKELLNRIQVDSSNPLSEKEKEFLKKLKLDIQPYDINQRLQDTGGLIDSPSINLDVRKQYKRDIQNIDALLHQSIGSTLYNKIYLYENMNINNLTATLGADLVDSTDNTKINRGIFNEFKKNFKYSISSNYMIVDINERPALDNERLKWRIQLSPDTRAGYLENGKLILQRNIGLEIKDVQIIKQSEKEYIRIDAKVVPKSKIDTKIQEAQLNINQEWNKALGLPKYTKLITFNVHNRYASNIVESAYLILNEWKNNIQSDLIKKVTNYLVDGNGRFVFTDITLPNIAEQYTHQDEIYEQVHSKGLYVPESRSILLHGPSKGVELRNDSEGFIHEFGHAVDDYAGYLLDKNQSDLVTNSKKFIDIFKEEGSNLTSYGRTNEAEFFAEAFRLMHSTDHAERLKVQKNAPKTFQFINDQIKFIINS
# Vc quorum ag = induces V. cholerae light production without autoinducers; V. cholerae BH1578 lux reporter, luminescence, 6 h; activation, % at 18.7 µM; 0.16% of 350,000 active; in the data active = activation mostly above about 9.7%, no sharp cut-off; also: not every result past the cut was called active; inactives centre near 0; reference of the scale not given here
# PrPC TRFRET = cell surface PrPC inhibition, primary TR-FRET screen | TR-FRET read-out | inhibition, % at 13.8 µM | 0.43% of 370,000 active | AID 720596; in the data active = inhibition above about 24%; also: 0% = median of the test wells and 100% = reference compound wells
# Y pestis TopoI = Y. pestis Topo-I inhibition via cleavage products; Y. pestis Topo-I cleavage product accumulation, plate reader; 0.064% of 360,000 active; AID 504884; activity, % at 10 µM; in the data active = activity above about 50%, passing the limit was not always enough; also: inactives centre near 2
# SSB-PriA inh = blocks PriA binding to SSB C-terminal tail. AlphaScreen SSBct-PriA binding, biotinylated peptide. AID 1272365. 0.6% of 430,000 active. inhibition, % at 33 µM; in the data active = inhibition mostly above about 37%, no sharp cut-off; inactive = mostly below about 20%;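 also: plate controls were negative control peptide for no effect and reference peptide for full effect; strong numbers were not always called active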
# PfHsp40 yeast = compounds rescuing yeast from Plasmodium falciparum HSP40 toxicity; S. cerevisiae expressing PfHsp40, growth rescue, ATP luminescence; growth rescue, % at 12.5 µM; 0.68% of 340,000 active; in the data active = growth rescue above about 28%, passing the limit was not always enough;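 also: yeast W303a lacking pdr1 and pdr3 grown in galactose medium; growth measured after three days at 30 °C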
# SARS 3CLpro inh = SARS-CoV 3CLpro protease inhibition | P0C6X7 | recombinant SARS-CoV 3CLpro, quenched FRET peptide cleavage | inhibition, % at 6 µM | 0.14% of 290,000 active; in the data active = inhibition above about 12%
# An asterisk follows results filed as active; i = inactive; / = not tested or not shown; & = joins results of further samples. Rule as the data show it, unless noted: active = inhibition above about 30%; inconclusive = no clear call, values can overlap the other calls; inactive = below that.
SMILES,BoNT A protease,TcdB inh,Anthrax LF prot,Vc quorum ag,PrPC TRFRET,Y pestis TopoI,SSB-PriA inh,PfHsp40 yeast,SARS 3CLpro inh
CCN1C[C@@H]2[C@@H]3C(=O)N(Cc4ccccc4)C(=O)[C@@H]3[C@](CC)(C1=O)N2C(=O)c1ccc(F)cc1,0.1,-0.6,2,-0.1,-7,2,-10,1.1,/
O=C(CN1CCN(CCN2C(=O)c3cccc4cccc(c34)C2=O)CC1)c1ccc(F)cc1,4.7,/,6,i,-29,-14,14&-10&10,-1.0,0
CCCN1C(=O)C(=O)N(CC(=O)N2c3ccccc3NC(=O)CC2C)C1=O (stereo not given),0.7,0.5,-8,i,-3,3,/,/,/
COc1ccccc1NC(=O)CSc1nnc(C)n1CCc1ccccc1,-2.0,/,0,-4.0,6,-5,-15,0.2,0
Cc1ccc(S(=O)(=O)N2CCCCC2)cc1NC(=O)c1ccccc1Cl,0.7,-2.4,-1,i,21,7,-5,2.1,/
CCCOC(=O)c1ccc(NC(=O)CN(C)Cc2cccs2)cc1,-0.5,0.9,3,-0.4,3,29,-11,1.9,-2
O=C(COC(=O)c1cccs1)c1ccc2c(c1)OCCO2,-1.4,1.1,-2,3.3,1,5,-12,-1.1,2
Cc1ccc(N)c([N+](=O)[O-])c1,0.4,-0.2,-1,-0.3,-2,-1,5,-0.9,/
CCC(=O)NC(=S)Nc1ccccc1C(=O)OC,-0.7,/,0,i,4,2,4,1.4,0
Cc1ccc(-c2nc3c(=O)n(C)c4ccccc4c3o2)cc1,-2.5,/,-36,-0.2,0,12,-9,3.5,0
CC12CCC(C(=O)N(c3nccs3)C1=O)C2(C)C (stereo not given),0.2,-0.8,-1,i,-6,-1,-10,1.9,/
CN1CCN(S(=O)(=O)c2ccc(SCCOc3ccccc3)nc2)CC1,-0.9,/,-11,-0.2,-2,21,-6,0.1,2
C=CCNC(=O)c1ccc(-c2cccc([N+](=O)[O-])c2)o1,0.9,1.4,0,i,-27,-1,-5,1.2,3
CCN(CC)C(=O)/C(=C\c1cccc([N+](=O)[O-])c1)NC(=O)c1ccco1,0.6,/,4,i,-9,5,-1,-0.6,3
C=CCN1C(=O)CN=C1Nc1cc(C)ccc1C,-0.6,/,-3,2.6,-5,3,-21,-0.3,-2
CCCCCCCCCCCCCCCC[n+]1ccccc1,-0.6&-0.5&-2.5,2.5&3.2&4.0,-2&-10&-12,-0.4&-0.8&-0.4,28*,-21&-25&-21,-2,0.7&2.9,/
Cc1ccc(N2CCN(C(=O)N3CCOCC3)CC2)cc1C,-1.6,-0.5,-6,-1.6,-4,11,-5&-12,-0.4,-3
Cc1ccc2c(c1)c1ncnc(N3CCOCC3)c1n2C,1.0,/,3,3.8,11,2,-8,0.4,1
COc1cccc(NC(=O)CN(C)C(=O)c2cc(CN3C(=O)c4ccccc4C3=O)ccc2OC)c1,0.7,1.4,0,0.9,10,3,8,0.8,/
CCOC(=O)c1cc(NC(=O)Nc2ccccc2OC)c(C)nc1C,0.1,/,-2,i,11,0,-17&-3,3.3,-5
CCC(C)N1C(=O)c2ccccc2C1C(=O)NC1CCCCCC1 (stereo not given),0.3,/,-3,-0.6,4,-5,-2,-1.1,4
CC1CN(C(=O)c2cccc(Oc3ccccc3)c2)CC(C)O1 (stereo not given),3.0,1.2,0,i,0,16,-19,-0.9,-3
Cc1cc(=O)[nH]c(N/N=C/CCc2ccccc2)n1,-0.1,1.1,-1,-0.3,-2,0,/,1.2,1
CC1CCCC(C)N1C(=O)COc1ccc([N+](=O)[O-])cc1Cl (stereo not given),0.5,-1.9,3,-0.7,-9,3,-6,0.8,3
Cc1ccc(NC(=O)CSc2ncn[nH]2)c([N+](=O)[O-])c1,-0.4,0.1,-2,1.2,-17,2,-5,-1.3,/

# Remaining list, next part.
SMILES,BoNT A protease,TcdB inh,Anthrax LF prot,Vc quorum ag,PrPC TRFRET,Y pestis TopoI,SSB-PriA inh,PfHsp40 yeast,SARS 3CLpro inh
Cc1ccc(C(=O)Nn2cnc3ccccc3c2=O)cc1C,-0.5,7.2,-2,i,0,-5,-11,1.6,-4
COc1ccc(-c2nc(CSCC(=O)N3CCc4ccccc4C3)c(C)o2)cc1OC,-0.3,1.5,0,-0.2,8,14,-2,-0.4,-6
Cc1cnc(C(=O)NC(C)CCc2ccccc2)cn1 (stereo not given),-1.1,0.4,-11,0.2,1,3,-5,0.5,4
O=C(O)C1=C[C@H](c2csc3ccccc23)C[C@H](OCCCCO)O1,-0.1,-0.6&-1.0,-1,0.6,-7,3,-7,-0.8,0
C[C@@H]1CN([C@@H](C)CO)C(=O)CCCn2nncc2CO[C@@H]1CN(C)C(=O)Oc1ccccc1,0.0,0.4&0.5&1.5,-2,-0.5,5,-3,/,/,/
Cc1cc2oc(C(=O)N(Cc3ccccc3)c3ccccn3)cc(=O)c2cc1Cl,-1.3,2.4,-2,-0.9,0,8,-3,/,4
COc1cc(/C=C/C(=O)Nc2ccc(C)cc2)cc(OC)c1OC,0.0,/,-3,-0.3,-4,0,-8,-0.1,-1
COc1cc2c(cc1OC)C13CCN4CC5=CCOC(CC(=O)O)C(C5CC41)C3N2 (stereo not given),-0.4,-3.9,-9,i,-5,3,-7,0.2,/
C[C@@H]1CCCCO[C@H](CN(C)C(=O)Nc2ccc(F)cc2)[C@@H](C)CN([C@H](C)CO)C(=O)c2cc(NC(=O)c3ccccc3)ccc2O1,-0.1,0.5&0.6,-1,-0.4,-1,1,/,/,/
O=C1CCN2C=Nc3cccc4ccc1c2c34,5.4,/,4,i,-12,0,-13,1.7,3
O=c1[nH]nnc2sc3c(c12)CCCC3,0.1,/,-1,-0.5,-15,-1,8&-16,-0.4,0
CC1CCC(C(=O)NC(C(=O)NCCCN2CCOCC2)C(C)C)CC1 (stereo not given),-1.0,/,-2,-0.3,-4,-5,-19,-0.5,4
COc1ccc(/C=N\Nc2ccc([N+](=O)[O-])cc2)c(C(=O)O)c1OC,-1.8,-1.7,-5,-2.1,-6,9,/,0.2,7
CC1CCN(Cc2c(C#N)c3ccccc3n2C)CC1,0.4,/,-3,i,7,4,-16,-0.2,-2
CCC(=O)NC(=S)Nc1cccc(NC(=O)c2ccccc2C)c1,0.1,1.6,5,i,7,0,-11,-0.8,-2
COc1ccc(CN(C)C(=O)Cc2ccsc2)c(OC)c1OC,1.9,-0.3,-2,-0.2,10,11,-4,-0.3,10
Fc1cccc(CN2CCN(Cc3nc(CCc4ccccc4)no3)CC2)c1,-0.6,-0.5,-4,-0.5,4,12,-7,-1.1,-4
CCOc1ncccc1C(=O)OCc1ccc(C(=O)OC)cc1,-0.2,0.3,-2,-0.2,6,-6,-12,0.2,1
CCN1CCN(C(=O)c2nn(C)c3c2CS(=O)(=O)c2ccccc2-3)CC1,-0.5,3.0,4,-0.2,1,7,-13,-1.7,-5
Cc1ccc(-c2nn(Cc3ccccc3)cc2C=O)cc1,-0.5,/,1,0.3,7,1,-54,3.1,-2
CCCOc1ccc(N/C=C/C(=O)c2ccc(OC)c(OC)c2)cc1,-4.1,0.5,-3,i,1,12,-9,0.3,3
Cc1csc(NC(=O)c2nc3nc(C)cc(C)n3n2)n1,-0.6,/,-6,-0.2,-3,3,8,-1.7,-3
O=C(Nc1ccc(C(=O)N2CCCCC2)cc1)c1ccc([N+](=O)[O-])cc1,-0.9,2.0,-2,i,-8,3,-10,15,2
CCCc1c(C)c2c(C)[nH]nc2oc1=O,/,/,/,5.0,0,-3,-4,0.6,-2
O=c1c2c3nc4ccccc4nc3n(CC3CCCO3)c2ncn1CCc1ccccc1 (stereo not given),1.5,/,-2,-0.4,3,11,1,-0.3,0

# Following part
SMILES,BoNT A protease,TcdB inh,Anthrax LF prot,Vc quorum ag,PrPC TRFRET,Y pestis TopoI,SSB-PriA inh,PfHsp40 yeast,SARS 3CLpro inh
O=C1CN(C(=O)COc2ccc(Cl)c(Cl)c2)c2ccccc2N1,-0.1,2.6,-1,-0.6,-1,14,7,1.2,/
CCNS(=O)(=O)c1cccc(C(=O)c2c(C)cc3ccccn23)c1,0.6,/,0,-0.2,-4,10,-2,0.6,3
O=C(NC1(C(F)(F)F)NC(=O)N(Cc2ccccc2)C1=O)c1cccnc1 (stereo not given),0.7,/,0,/,-2,-2,15,-0.7,6
CC(=O)Nc1ccc(OC(=O)c2ccco2)cc1,0.7,/,-5,i,-1,1,-9,-1.6,-2
CC(C)NC(=O)c1[nH]nc2c1CCc1ccccc1-2,-1.9,/,-8,i,/,-8,-7,-1.3,0
CCNc1nc(NCC)nc(OCCOC(C)=O)n1,0.6,0.4,-6,/,6,-1,2,-1.9,0
COc1ccc(OC)c(S(=O)(=O)NCCc2cn3ccsc3n2)c1,-0.7,3.6,-6,i,-7,-2,-5,-0.2,-3
COc1ccc(NC(=O)c2cccc(N3C(=O)c4ccc(C(=O)Nc5ccc(OC)c(O)c5)cc4C3=O)c2)cc1O,-0.8,-0.5,-5,i,-8,6,12,2.3,-1
Cc1sc2nc(CN3CCCCC3)nc(Cl)c2c1C,-1.1,0.0,1,-0.3,2,2,-8,-0.5,1
COc1cc(C(O)c2nc(-c3cccc(C(=O)O)c3)cs2)ccc1F (stereo not given),0.0,-0.6,-1,i,4,11,/,/,/
COc1cccc(/C=N/NC(=O)c2nc(-c3ccccc3)cc(-c3ccccc3)n2)c1O,0.3,/,-2,-5.1,6,33,/,254*,0
Cc1ccccc1CC1(CO)CCCN(Cc2ccc3c(c2)OCCO3)C1 (stereo not given),-0.6,-0.2,2,-0.2,-9,8,-1,0.4,-1
COC(=O)c1ccc(NC(=O)CCn2cccc2)cc1,0.1,/,5,i,-4,-1,8,0.5,-3
O=C(NNC(=S)NC(=O)c1ccccc1)c1cccc([N+](=O)[O-])c1,-2.0,3.3,-9,i,-17,-2,-18,5.1,1
Cc1noc(C)c1COc1ccccc1C(=O)N1CCN(S(=O)(=O)c2ccccc2Br)CC1,0.2,0.4,7,i,20,8,-15,-1.7,/
CC(C)CN(C(=O)c1cccs1)C1CCS(=O)(=O)C1 (stereo not given),-0.2,-0.7,1,i,3,4,-10,-0.9,/
Cc1ccc(C(=O)Nc2nc3ccc(Cl)cc3s2)o1,-3.7,-0.2,0,-0.7,-1,-8,-4,1.4,/
O=C(NCc1cccs1)c1csc([C@H]2C[C@H](O)[C@@H](CO)O2)n1,0.0,1.5,0,-0.3,-2,-1,/,/,/
CCOc1ccc(/C=N/OCC(=O)Nc2cc(S(=O)(=O)N3CCOCC3)ccc2OC)cc1,0.1,-1.4,1,i,-2,18,/,0.2,/
COc1ccc(C(=O)C(c2ccccc2)N2CCOCC2)cc1 (stereo not given),0.1,/,1,0.3,4,8,4,-1.8,0
CCc1ccc(S(=O)(=O)NCc2csc(-c3cccnc3)n2)s1,3.2,1.3,3,-0.3,-1,-3,2,0.5,0
CCCNC(=O)CS(=O)(=O)Cc1nc(-c2ccccc2C)oc1C,-0.1,0.0,-6,-0.9,-2,4,-1,0.5,-2
O=C1CCC(=O)N1OCCOc1ccccc1,0.6,0.2,2,-2.4,-4,-4,-23,-0.3,-2
CCN(Cc1ccncc1)C(=S)NCc1ccccc1,0.9,0.3,-2,-1.1,-8,0,-4,-0.2,2
O=C(O)C1CC(=O)N(Cc2ccccc2)C1 (stereo not given),-0.4,/,8,-3.8,0,2,-17&-1,0.3,8
N#Cc1sc2nc3c(c(-c4cccnc4)c2c1N)CCC3,1.7,1.2,-8,i,-3,5,-9,0.0,0

# Compounds above containing a cyano group (two):
SMILES,BoNT A protease,TcdB inh,Anthrax LF prot,Vc quorum ag,PrPC TRFRET,Y pestis TopoI,SSB-PriA inh,PfHsp40 yeast,SARS 3CLpro inh
CC1CCN(Cc2c(C#N)c3ccccc3n2C)CC1,0.4,/,-3,i,7,4,-16,-0.2,-2
N#Cc1sc2nc3c(c(-c4cccnc4)c2c1N)CCC3,1.7,1.2,-8,i,-3,5,-9,0.0,0

# Arranged by formula weight (highest first): part of the list above.
SMILES,BoNT A protease,TcdB inh,Anthrax LF prot,Vc quorum ag,PrPC TRFRET,Y pestis TopoI,SSB-PriA inh,PfHsp40 yeast,SARS 3CLpro inh
COc1ccc(C(=O)C(c2ccccc2)N2CCOCC2)cc1 (stereo not given),0.1,/,1,0.3,4,8,4,-1.8,0
Cc1ccc(C(=O)Nc2nc3ccc(Cl)cc3s2)o1,-3.7,-0.2,0,-0.7,-1,-8,-4,1.4,/
COC(=O)c1ccc(NC(=O)CCn2cccc2)cc1,0.1,/,5,i,-4,-1,8,0.5,-3

# A portion of the library (hit frequency here may not be typical).
